# FadD28 FP inh – inhibitors of Mycobacterium tuberculosis FadD28 bisubstrate binding; AID 588549; 0.22% of 360,000 active; inhibition, % at 12.5 µM; FadD28 bisubstrate probe binding, fluorescence polarization; in the data active means inhibition above about 8.5%, passing the limit was not always enough; inconclusive means no clear call, values can overlap the other calls
# Mtb BioA inh – blocks M. tuberculosis BioA enzyme activity | purified M. tuberculosis BioA enzyme, plate reader | inhibition, % at 9.99 µM | 0.096% of 360,000 active | AID 602481; in the data active means inhibition above about 40%; inconclusive means no clear call, values can overlap the other calls
# FBA Mtb inh – inhibitors of M. tuberculosis fructose-bisphosphate aldolase; P9WQA3; 2.3% of 360,000 active; AID 588726; inhibition, % at 1 µM; purified M. tuberculosis FBA, fluorescence read-out; in the data active means inhibition above about 27%;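 further: 0% = vehicle and 100% = reference inhibitor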
# Target sequence (P9WQA3 whole entry, looked up): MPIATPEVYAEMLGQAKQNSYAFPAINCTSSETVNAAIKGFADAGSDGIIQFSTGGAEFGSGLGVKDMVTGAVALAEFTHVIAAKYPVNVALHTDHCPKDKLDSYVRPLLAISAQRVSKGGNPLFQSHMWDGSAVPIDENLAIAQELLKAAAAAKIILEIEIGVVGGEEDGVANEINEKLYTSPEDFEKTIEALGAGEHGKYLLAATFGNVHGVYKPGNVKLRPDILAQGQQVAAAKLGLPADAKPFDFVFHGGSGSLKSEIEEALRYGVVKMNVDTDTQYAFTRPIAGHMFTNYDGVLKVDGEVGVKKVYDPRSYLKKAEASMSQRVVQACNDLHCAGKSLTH
# PrPC TRFRET – cell surface PrPC inhibition, primary TR-FRET screen | inhibition, % at 13.8 µM | P04156 | TR-FRET read-out | AID 720596 | 0.43% of 370,000 active; in the data active means inhibition above about 24%; further: 0% = median of the test wells and 100% = reference compound wells
# GDH-TPI counter – counter-screen for M. tuberculosis FBA inhibitors: GDH-TPI coupled enzymes | 1.2% of 360,000 active | inhibition, % at 4.8 µM | GDH-TPI coupled enzyme counterscreen, NADH absorbance; in the data active means inhibition above about 30%;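 further: 0% = DMSO wells and 100% = wells lacking the enzyme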
# BoNT F protease – inhibitors of Botulinum neurotoxin F light chain protease; 0.22% of 360,000 active; AID 588497; inhibition, % at 10 µM; Multiplex microsphere protease cleavage assay, flow cytometry; in the data active means inhibition above about 35%, passing the limit was not always enough; inconclusive means no clear call, values can overlap the other calls; further: plate controls were buffer without enzyme for full effect and enzyme alone for no effect
# MazEF act – activators of E. coli MazEF toxin-antitoxin RNase; P0AE70; FAM/BHQ RNA-DNA oligo cleavage fluorescence, 5 h; activation, % at 20 µM; 0.32% of 350,000 active; AID 504720; in the data active means activation above about 50%
# Target sequence (P0AE70 whole entry, looked up): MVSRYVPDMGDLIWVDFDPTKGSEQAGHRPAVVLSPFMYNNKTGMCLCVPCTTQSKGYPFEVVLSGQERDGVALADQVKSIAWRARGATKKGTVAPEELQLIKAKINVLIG
# Rv3671c inh – Rv3671c (M. tuberculosis) protease inhibition. 0.048% of 320,000 active. inhibition, % at 5.96 µM. AID 2606; in the data active means inhibition above about 38%;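 further: extracellular domain of Rv3671c used as enzyme; 0% = enzyme with DMSO and 100% = no enzyme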
# UGM FP inh – Mtb UDP-galactopyranose mutase inhibition. purified UGM, fluorescence polarization probe displacement. inhibition, % at 10 µM. 0.06% of 320,000 active. AID 504406; in the data active means inhibition above about 10%, passing the limit was not always enough; inconclusive means no clear call, values can overlap the other calls
# Target sequence (P9WIQ1 whole entry, looked up): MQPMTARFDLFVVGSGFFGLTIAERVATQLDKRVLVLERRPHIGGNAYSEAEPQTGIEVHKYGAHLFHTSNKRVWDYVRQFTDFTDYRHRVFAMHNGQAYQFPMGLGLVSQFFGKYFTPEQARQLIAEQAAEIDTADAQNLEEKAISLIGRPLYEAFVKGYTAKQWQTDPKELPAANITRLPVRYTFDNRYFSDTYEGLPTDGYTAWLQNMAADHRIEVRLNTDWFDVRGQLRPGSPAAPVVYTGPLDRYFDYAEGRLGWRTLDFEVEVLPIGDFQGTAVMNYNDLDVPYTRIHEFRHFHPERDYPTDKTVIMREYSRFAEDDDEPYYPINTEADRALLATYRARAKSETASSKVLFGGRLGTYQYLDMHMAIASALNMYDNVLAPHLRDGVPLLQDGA
# Numbers without * were called inactive; i = inactive; ? = inconclusive; · = no result given.
# Second line of a record: FadD28 FP inh	Mtb BioA inh	FBA Mtb inh	PrPC TRFRET	GDH-TPI counter	BoNT F protease	MazEF act	Rv3671c inh	UGM FP inh
CCOC(=O)N1CCN(S(=O)(=O)c2ccc(OCC(=O)OC)c(C)c2)CC1
    0.3	·	3	0	4	-11	-1	-2	1.0
C=CCNc1nc(C(=O)OCC(=O)Nc2cc(S(C)(=O)=O)ccc2Cl)cs1
    -1.1	·	4	5	6	21	-5	6	0.8
CN(C)/N=C/c1ccc(P(c2ccc(/C=N/N(C)C)o2)c2ccc(/C=N/N(C)C)o2)o1
    0.8	-0.7	-6	-9	65*	-2	-1	9	1.5
CCC1(c2ccc(N)cc2)CCC(=O)NC1=O (stereo unspecified)
    -0.6	-1.9	0	-1	0	3	2	2	-2.6
Cc1cccnc1-n1c(-c2ccco2)nc2ccccc2c1=O
    -2.7	1.0	1	3	19	2	6	6	-0.4
Cc1nnsc1S(=O)c1ccccc1Cl (stereo unspecified)
    -0.7	0.0	5	-3	9	-10	3	-1	1.3
COc1ccc(Cc2nnc(SCC(=O)Nc3cc(Cl)ccc3C)[nH]c2=O)cc1
    0.2	·	-3	-3	9	7	-5	3	2.1
CC(C)c1nnc(NC(=O)C2CCCN2C(=O)Nc2ccccc2F)s1 (stereo unspecified)
    0.5	0.0	0	4	0	-4	15	6	-0.6
CCOc1cc(NC(=O)c2cccs2)c(OCC)cc1NC(=O)c1ccco1
    -3.2	·	10	-9	6	-7	4	9	-2.6
O=C1c2ccccc2S(=O)(=O)N1Cc1nnc(-c2ccccc2Br)o1
    -1.2	-2.1	-1	-4	9	5	-3	·	·
c1ccc2c(c1)CCCn1nnnc1-2
    0.6	0.5	2	-3	4	?	-3	3	-0.6
O=C(COC(=O)/C=C/c1ccccc1)NCCc1ccc(F)cc1
    -4.4	-0.7	-3	6	-5	1	-3	-3	0.2
Nc1c2c(nc3ccccc13)CCN(Cc1ccccc1)C2
    -3.3	2.1	16	-6	6	?	i	-6	5.7
CC1Cc2ccccc2N1C(=O)c1ccnc(C(C)(C)C)c1 (stereo unspecified)
    0.5	·	7	10	-3	-14	-3	-4	0.3
Cc1ccc2nc(-c3ccc(NC(=O)CN4CCN(C(=O)c5ccco5)CC4)cc3)sc2c1
    -0.5	0.1	46*	2	24	9	-9	-11	2.6
O=C(Nc1ccc(Cl)c(Cl)c1)C1C2C=CC3(O2)C1C(=O)N(CCN1CCCCC1)C3C(=O)NC1CCCCC1 (stereo unspecified)
    -3.7	0.0	0	-16	-2	0	25	6	-0.4
COC(=O)C1CCN(C(=O)COC(=O)c2cc(S(=O)(=O)N3CCOCC3)ccc2C)CC1
    0.2	1.2	2	3	-3	-2	-2	-3	-1.0
Cc1ccc(O)c(NC(=O)c2cc(-c3ccccc3)on2)c1
    0.0	-3.3	3	8	15	?	2	-4	-1.7
CCCC(=O)Nc1nnc(SCC(=O)Nc2ccc3c(c2)OCO3)s1
    -0.3	·	1	2	4	-5	0	-8	0.6
O=C(Nc1ccc(O)cc1)c1cc2ccccc2c(=O)s1
    -2.3	-1.4	1	-31	13	-6	8	4	0.2
COc1cc(C(=O)Nc2c(C(=O)N3CCOCC3)oc3ccccc23)cc(OC)c1OC
    -2.1	1.7	1	-12	8	-5	10	9	-0.9
CCOC(=O)C1=NN(c2ccccc2)C2(S1)SC(C(C)=O)=C(C)N2c1ccccc1 (stereo unspecified)
    -0.9	-1.1	-4	-4	-3	-3	0	-12	-0.1
COc1cccc(C(=O)Nc2cnn(C(C)C)c2)c1
    0.4	·	-2	2	6	3	-10	10	-1.9
COc1ccc(/C=N/Nc2nonc2N)cc1
    -2.4	-0.9	2	-4	25	-8	1	0	-0.3
O=C(O)CC(NC(=O)C12CC3CC(CC(C3)C1)C2)c1ccc(Cl)cc1 (stereo unspecified)
    -3.2	0.2	-3	3	0	-4	10	-8	0.8
Cc1cc(-c2nnc3n2CCCCC3)c(C)n1-c1ccccc1
    -0.6	0.8	2	0	-3	5	15	0	-1.0
CCOC(=O)N/N=C(/C)c1ccc(N2C(=O)C3CCCCC3C2=O)cc1 (stereo unspecified)
    -4.7	·	-1	5	5	-3	-1	-4	-3.7
COc1ccc2c(c1)CCC(C)N2C(=O)C(=O)c1c[nH]c2ccccc12 (stereo unspecified)
    -0.8	1.8	-2	0	6	-4	8	-4	0.7
O=C(COC(=O)/C=C/c1ccc(C(F)(F)F)cc1)Nc1ccc2[nH]c(=O)[nH]c2c1
    0.0	-2.0	1	-2	9	-2	-27	·	·
O=C(c1ccncc1)N1CCN(S(=O)(=O)c2ccc3ccccc3c2)CC1
    -4.1	1.6	-1	3	-9	-3	5	5	0.6
O=C(NC1CCS(=O)(=O)C1)/C(=C\c1ccccc1)NC(=O)c1ccccc1 (stereo unspecified)
    0.1	·	3	-7	-6	-18	-8	5	-1.4
O=C(NCc1ccc(Cl)cc1)C(=O)NCC1OCCN1S(=O)(=O)c1cccs1 (stereo unspecified)
    -5.3	-0.6	0	-1	9	-5	8	-2	-2.3
Cc1cc(C)cc(OCC(=O)Nc2ccccc2N2CCCCC2)c1
    -0.3	0.1	2	7	1	2	0	1	0.2
O=C(Nc1cccnc1)c1ccc([N+](=O)[O-])o1
    -0.6	0.4	2	-1	10	-8	4	-7	1.7
O=C(CSc1ccc2c(c1)OCCO2)Nc1ccc(N2CCOCC2)cc1
    0.4	·	9	4	-4	0	12	4	-2.1
COC(=O)[C@]1(Cc2ccccc2)N[C@H](CN(C)S(=O)(=O)c2ccc(OC(F)(F)F)cc2)[C@@H]2C(=O)N(Cc3ccccc3)C(=O)[C@@H]21
    1.5	-7.4	4	0	-7	1	-36	-5	1.2
COc1cc2cc[n+](Cc3ccc([N+](=O)[O-])cc3)cc2cc1OC
    -2.2	1.7	-6	-33	8	9	-1	-8	-0.9
COc1cc([C@@H]2CC=C(C(=O)O)[C@H](c3ccc(Cl)cc3)N2S(=O)(=O)c2ccc(C)cc2)cc(OC)c1OC
    -1.8	-4.2	4	7	0	1	-16	2	1.4
O=C(NCc1ccco1)c1ccccc1-c1nc(-c2ccc(F)cc2)no1
    -0.6	·	2	-1	1	·	4	-6	0.4
O=C(NCC1CCCO1)c1ccc(NC(=O)C2CC=CCC2C(=O)O)cc1 (stereo unspecified)
    -2.0	1.9	4	0	-3	7	-8	2	-1.1
CCN1CCc2nc(N)oc2CC1
    -3.8	-0.2	-4	-8	0	-6	-6	0	1.5
Fc1ccccc1/C=N/n1cc(-c2ccccc2)[nH]c1=S
    -1.0	1.2	51*	1	-2	-4	-1	2	-1.3
O=C(Cc1cccc(C(F)(F)F)c1)NCc1ccc(Cl)cc1Cl
    -6.8	-1.4	-1	12	-6	-9	-3	-9	-0.3
CCCCCCC(Cl)(Cn1ccnc1)c1ccccc1 (stereo unspecified)
    -3.3	·	-2	12	7	?	5	2	1.2
O=C(NCc1ccccc1)C1CCC(CNS(=O)(=O)c2cccs2)CC1 (stereo unspecified)
    0.9	-1.9	-2	0	0	-6	2	4	4.7
O=C(NN=Cc1ccccc1C(=O)O)c1cccc(S(=O)(=O)Nc2cccc(C(F)(F)F)c2)c1
    -1.6	-0.8	0	-3	-4	0	-1	-81	9.3
CC(=O)Nc1ccc(NC(=O)C(C)OC(=O)c2oc3ccccc3c2C)cc1 (stereo unspecified)
    -3.0	·	-1	-5	7	0	6	-3	-1.4
O=C(NCCCn1ccnc1)C(=O)Nc1ccccc1
    -3.3	·	0	6	-1	5	7	7	-0.5
Clc1ccc(C2[C@H]3CN(CC4CCCCC4)[C@H](c4ccccc4)C34CC2(c2cccnc2)C4)cn1 (stereo partly specified)
    -2.4	4.7	2	5	-2	-1	-9	-8	0.3
COCCCN1C(=O)C2C(C(=O)Nc3cc(C)cc(C)c3)C3C=CC2(O3)C1C(=O)NC1CCCCC1 (stereo unspecified)
    -1.5	-2.0	-7	8	4	0	13	-10	-0.6
COc1ccc(CNc2ccc(Cl)cc2)cc1Cn1ccnc1
    -2.0	0.7	-1	10	4	-2	1	-3	0.2
CC(C)C[C@@H](CO)N(Cc1ccccc1)S(=O)(=O)N(Cc1ccccc1)[C@@H](CO)CC(C)C
    -15	-0.2	-2	·	-2	-6	-1	-19	2.9
CC(=O)Nc1ccc(S(=O)(=O)NC(C)C(=O)OCC(=O)Nc2ccc(F)cc2Cl)cc1 (stereo unspecified)
    -2.2	0.4	0	0	7	3	1	·	·
O=C(Cc1ccc(F)cc1)N1CCC(CC2CC(c3cccc(Br)c3)=NO2)(C(=O)NCC2CCCCC2)CC1 (stereo unspecified)
    -1.9	-0.5	0	-16	10	-1	-6	-25	-2.3
CN1CCN(C2=C(Cl)C(=O)N(CCc3ccccc3)C2=O)CC1
    -1.6	·	-1	-10	0	4	-8	-2	-0.6
COc1ccccc1CCNC1CCCCCC1
    -0.7	1.4	0	-2	10	-16	-1	2	-0.3
OCC1CCCN(C2CCN(Cc3nc(Cc4cccc(C(F)(F)F)c4)no3)CC2)C1 (stereo unspecified)
    -0.4	·	9	-12	2	0	-4	3	-0.3
COC(=O)C[C@H]1C[C@H]2c3cc(NS(=O)(=O)c4ccc(OC)cc4)ccc3O[C@H]2[C@H](CO)O1
    -3.8	0.0	0	-1	-5	-8	3	·	·
CCN1CCc2nc(NC(=O)CC(c3ccccc3)c3ccccc3)sc2C1
    -7.1	-0.7	-4	0	9	-2	1	-39	-2.3
COC(=O)Cc1ccc(NC(=O)c2ccc(C)c(C)c2)cc1
    -1.5	0.4	-2	6	-13	0	1	0	-0.8

# A draw from above in order of formula weight, highest first.
# Second line of a record: FadD28 FP inh	Mtb BioA inh	FBA Mtb inh	PrPC TRFRET	GDH-TPI counter	BoNT F protease	MazEF act	Rv3671c inh	UGM FP inh
CC(C)C[C@@H](CO)N(Cc1ccccc1)S(=O)(=O)N(Cc1ccccc1)[C@@H](CO)CC(C)C
    -15	-0.2	-2	·	-2	-6	-1	-19	2.9
COC(=O)C[C@H]1C[C@H]2c3cc(NS(=O)(=O)c4ccc(OC)cc4)ccc3O[C@H]2[C@H](CO)O1
    -3.8	0.0	0	-1	-5	-8	3	·	·
OCC1CCCN(C2CCN(Cc3nc(Cc4cccc(C(F)(F)F)c4)no3)CC2)C1 (stereo unspecified)
    -0.4	·	9	-12	2	0	-4	3	-0.3
CCN1CCc2nc(NC(=O)CC(c3ccccc3)c3ccccc3)sc2C1
    -7.1	-0.7	-4	0	9	-2	1	-39	-2.3

# Additional results follow.
# Second line of a record: FadD28 FP inh	Mtb BioA inh	FBA Mtb inh	PrPC TRFRET	GDH-TPI counter	BoNT F protease	MazEF act	Rv3671c inh	UGM FP inh
COc1cccc(C(=O)Nc2cccc(OC(C)=O)c2)c1
    -1.6	0.5	2	-2	1	6	7	3	1.2
Cc1ccc(-c2nnc(SCc3nc(N)nc(Nc4ccccc4C)n3)n2N)cc1
    -5.1	0.3	-2	-2	1	9	-7	0	1.3
COc1ccc(CNC(=O)C2CCC(=O)N(CC3CCCCC3)C2)cc1 (stereo unspecified)
    -0.1	-0.6	-1	5	-1	-6	1	3	-4.7
CC1Cc2ccccc2N1C(=O)CCNS(=O)(=O)c1ccc2c(c1)CCC(=O)N2 (stereo unspecified)
    -2.3	·	0	-5	5	·	5	-11	1.6
COc1ccccc1OCC(=O)Nc1cccc(-c2nc3ccccc3o2)c1
    -0.1	·	3	-3	1	-22	-8	-20	-0.9
O=C(NC1CCCCCCC1)c1cc([N+](=O)[O-])ccc1Cl
    -1.6	-2.2	-1	-13	-5	-17	1	0	1.8
O=C(OCC(=O)N1CCCC1)c1ccccc1C(=O)c1ccccc1
    -3.5	0.6	-2	3	-6	-4	3	1	0.0
C[C@H](NC(=O)OC(C)(C)C)c1nnc(SCC(=O)Nc2ccc(Br)cc2)o1
    -2.6	-1.1	-3	7	-4	0	4	-2	0.3
CNC(=S)Nc1cccc(C(=O)O)c1
    -0.1	-0.9	-3	4	-1	0	-1	1	-0.3
C=CCn1c(COc2ccc(Cl)cc2)nnc1SCC(=O)N/N=C/c1ccccc1
    -2.9	2.0	-3	6	9	-13	1	1	-0.6
CC1(C)Oc2ccc3ccc(=O)oc3c2/C(=C/NC2CCCCC2)C1=O
    -1.0	8.2	4	13	25	13	1	16	0.7

# Bioassay records (PubChem)
